Screens from PubChem BioAssay.
SR-BI DiI inh – blocks mouse SR-BI lipid uptake from DiI-HDL | ldlA[mSR-BI] CHO cells, DiI-HDL uptake fluorescence, 3 h | inhibition, % at 12.5 µM | actives 0.96% (n = 320,000) | AID 488896;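 active = mean replicate inhibition of at least 70% and a set share of replicates each scoring 70 or more; inconclusive = meets just one of the two criteria; inactive = fails both criteria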;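 also: 0% = median of neutral control wells and 100% = median of positive control wells; values of inactives mirror those of a sister screen read the other way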
dFosB act – mouse delta FosB homodimer activation; activation, % at 25 µM; purified delta FosB, TAMRA-CDK5 oligo fluorescence polarization; percent of positive-control signal above neutral wells; actives 0.99% (n = 340,000);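 active = mean activation above about 17%, with every replicate also reaching it, limit read from the data, passing the limit was not always enough; inconclusive = only one of the two conditions met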;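 also: fluorescence polarization rise as delta FosB binds a TAMRA Cdk5 AP-1 oligo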
Arr AP2 block – blocks beta-arrestin peptide binding to AP2 adaptin | FITC-arrestin peptide / GST-AP2 beads, flow cytometry; AP2 beta2 appendage carries R879A mutation | inhibition, % at 10 µM | actives 0.31% (n = 340,000) | AID 504490;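 active = inhibition above a set limit, near 3 SD of compounds lacking own fluorescence, cut at about 54% in these data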;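 also: plate controls were DMSO wells for no effect and 5 µM unlabelled arrestin peptide for full effect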
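Material – AP2 appendage R879A on GSH beads · Buffer or medium – PBS with 0.05% Tween 20 and 0.1% BSA · Probe or stimulus – fluorescein-tagged arrestin peptide at 50 nM final · Incubation – compound with beads 12 min RT, then probe 1 h RT · Detection – high-throughput flow cytometry of beads, ex 488, em 535 nm · Evaluation – percent response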
CDK5 p35 inh – CDK5/p35 (human) kinase inhibition; Q00535+Q15078; Recombinant CDK5/p35, ADP-Glo luminescence, 60 min; inhibition, % at 10 µM; actives 0.01% (n = 330,000);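 active = highest replicate inhibition of at least 50% and at least 75% of replicates reaching 50%; inconclusive = only one of the two criteria met; inactive = both criteria failed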;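 also: plate controls were DMSO neutral control for no effect and GW8510 at 10 µM for full effect; many of its hits are not listed in these tables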
Pemphigus Ab inh – blocks pemphigus antibody binding to human desmoglein-3; DSG3-coupled beads, scFv-anti-DSG3-GFP binding, flow cytometry; stronger effect = lower value; AID 588358; actives 0.48% (n = 310,000); binding (percent of control), % at 10 µM; P32926;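 active = binding more than 3 SD below its plate's average and above zero; inconclusive = below that plate limit but binding exactly zero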;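 also: hits lower antibody fragment binding to DSG3; some compounds called inactive have numbers as strong as hits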
Target sequence (P32926 whole entry, looked up, the tested form may be a part): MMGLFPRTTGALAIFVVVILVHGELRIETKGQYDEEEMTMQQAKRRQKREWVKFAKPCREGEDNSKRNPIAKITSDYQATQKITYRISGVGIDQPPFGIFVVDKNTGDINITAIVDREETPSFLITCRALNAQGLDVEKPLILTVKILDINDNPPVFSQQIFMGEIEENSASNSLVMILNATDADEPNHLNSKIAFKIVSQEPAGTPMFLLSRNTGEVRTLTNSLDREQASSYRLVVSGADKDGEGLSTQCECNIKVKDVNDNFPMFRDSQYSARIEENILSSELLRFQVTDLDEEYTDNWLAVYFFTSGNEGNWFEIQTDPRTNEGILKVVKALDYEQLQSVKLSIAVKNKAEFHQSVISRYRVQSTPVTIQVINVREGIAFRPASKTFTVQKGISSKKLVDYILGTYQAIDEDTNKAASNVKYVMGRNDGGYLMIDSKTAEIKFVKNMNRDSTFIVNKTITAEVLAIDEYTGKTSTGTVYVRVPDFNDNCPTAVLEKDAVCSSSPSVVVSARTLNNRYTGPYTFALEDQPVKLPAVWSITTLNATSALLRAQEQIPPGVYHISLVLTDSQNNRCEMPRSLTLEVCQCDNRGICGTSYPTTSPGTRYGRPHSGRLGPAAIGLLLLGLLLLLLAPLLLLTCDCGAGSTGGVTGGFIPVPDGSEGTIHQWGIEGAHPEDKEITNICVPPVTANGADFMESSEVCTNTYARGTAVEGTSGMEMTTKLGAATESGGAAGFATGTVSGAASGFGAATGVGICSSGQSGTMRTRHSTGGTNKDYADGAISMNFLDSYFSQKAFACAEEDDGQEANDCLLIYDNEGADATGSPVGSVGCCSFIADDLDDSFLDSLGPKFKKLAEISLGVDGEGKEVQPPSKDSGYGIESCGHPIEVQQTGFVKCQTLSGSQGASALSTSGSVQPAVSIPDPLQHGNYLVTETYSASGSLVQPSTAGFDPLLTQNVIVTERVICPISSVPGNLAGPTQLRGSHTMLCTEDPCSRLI
MITF TRPM1 HTS – MITF TRPM1 promoter activation in melanoma cells. activation, % at 12.5 µM. actives 0.75% (n = 300,000). AID 588334. SK-MEL-5 TRPM1-promoter luciferase, 24 h; % of positive control, neutral wells = 0;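 active = mean activation of at least 80% with every replicate also reaching 80%; inconclusive = mean reaches 80% but some replicate falls short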;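 also: 0% = neutral control wells and 100% = parthenolide positive control wells; values of inactives mirror those of a sister screen read the other way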
SR-BI uptake up – activators of SR-BI mediated HDL lipid uptake; CHO ldlA[mSR-BI] cells, DiI-HDL uptake fluorescence, 3 h; 100 = double the neutral-control signal; activation, % at 12.5 µM; actives 0.096% (n = 320,000); AID 504775;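 active = mean replicate activation of at least 60% and every replicate at or above 60%; inconclusive = mean or all-replicate condition met, but not both; inactive = mean below 60% and not all replicates reaching 60%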;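 also: 0% = median plate neutral-control signal and 100% = twice that signal; values of inactives mirror those of a sister screen read the other way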
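Assay system: CHO ldlA[mSR-BI] cells, LDL receptor-null, SR-BI overexpressing; medium: Ham's F12 with 0.5% BSA, HEPES 25 mM, pH 7.4; also added: DiI-HDL 10 µg/mL; timing: 3 h uptake period with compound, 37 °C; signal: DiI fluorescence, bottom read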
PKA-R1A activ – activators of PKA-R1A complex; PKA-R1A dissociation, Cy5-IP20 fluorescence polarization; scaled: DMSO 0%, 113 µM cGMP 100%; activation, % at 11.4 µM; actives 0.083% (n = 340,000);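 active = percent activation above the mean of all tested compounds plus 3 SD, cut at about 19% in these data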;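 also: higher means more PKAc released from R1A so a rise in polarization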
PKA-R2B activ – activators of human PKA-R2B complex. PKA-R2B holoenzyme dissociation, Cy5-IP20 fluorescence polarization; R2B truncated from residue 108, S112A mutant; 0% DMSO only, 100% 113 µM cGMP. AID 504700. actives 0.079% (n = 340,000). activation, % at 11.4 µM;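 active = activation above a cutoff set at the mean over all compounds plus 3 SD, cut at about 18% in these data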;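 also: higher means more holoenzyme dissociation and a rise in polarization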
Mot1-301 SUMO – blocks SUMOylation pathway, rescuing yeast Mot1-301 growth; S. cerevisiae Mot1-301 growth rescue, ATP luminescence, 38.5C; percent above DMSO median, 100 means doubled; growth rescue, % at 18.8 µM; actives 1% (n = 320,000); AID 2716;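 active = every valid replicate shows activation above 250% relative to neutral control wells; inactive = the rest, any valid replicate at or below 250%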;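 also: OY570 slx delta 5 strain wells were the positive control but not used for scaling; some compounds called inactive have numbers as strong as hits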
NSD2 HMT inh – blocks human histone methyltransferase NSD2 | actives 0.54% (n = 310,000) | NSD2 peptide methylation, AlphaScreen, 120 min | inhibition, % at 12.5 µM | O96028; in the data active = inhibition above about 50%
Numbers without * were called inactive; ? = inconclusive; . = no result given.

SMILES	SR-BI DiI inh	dFosB act	Arr AP2 block	CDK5 p35 inh	Pemphigus Ab inh	MITF TRPM1 HTS	SR-BI uptake up	PKA-R1A activ	PKA-R2B activ	Mot1-301 SUMO	NSD2 HMT inh
Cc1cc(Nc2ccc(Cl)cc2)nc(-c2ccccc2O)n1	.	-5.7	17.3	0.3	100.1	24.3	.	5.7	7.8	-8.7	-2.5
NS(=O)(=O)c1ccc(CCNC/C=C/c2ccccc2)cc1	1.9	-2.5	6.3	-2.8	103.6	.	-1.9	9.2	-5.5	-18.3	3.4
CCc1nnc(NC(=O)C2CCN(C(=O)NC3CCCCC3)CC2)s1	1.6	0.7	19.7	0.1	.	7.8	-1.6	-2.3	0.8	0.3	-0.4
CCN(CC)C(=O)COc1ccc(/C(C)=N/NC(=O)c2ccccc2O)cc1	16.4	0.9	-19.1	-8.2	97.3	3.4	-16.4	-1.0	2.1	-1.1	1.6
Cc1cc(C)cc(N2CC(C)(C)C2=O)c1	-4.3	-0.8	9.7	-7.3	96.5	-5.5	4.3	-1.6	-5.0	-1.7	-2.0
CCN(CC)S(=O)(=O)c1ccc2c(c1)N(CC(=O)NCc1ccco1)C(=O)CO2	-8.0	5.5	3.3	-0.1	85.0	8.2	8.0	16.4	-6.9	-12.7	4.7
COc1cc(/C=C/C(=O)c2c(O)ccc3c(C)cc(=O)oc23)ccc1O	-16.1	-5.0	-5.8	0.2	112.4	-0.8	16.1	0.0	-12.0	15.4	6.4
CSc1sc(C(=O)NN)c2c1C1(CCC2)SCCS1	107.3*	-5.6	-10.7	1.1	109.1	.	-107.3	-0.5	4.7	-2.2	1.9
Cc1ccc(S(=O)(=O)c2ccc(Cl)cc2)cc1S(N)(=O)=O	1.4	1.4	12.8	0.0	101.2	.	-1.4	-4.6	-5.7	-2.3	-1.8
O=C(c1ccco1)N1CCN(C(c2ccc(F)cc2)c2nnnn2CC2CCCO2)CC1 (configuration not stated)	-45.2	6.4	26.9	0.6	97.0	5.5	45.2	-7.2	-8.1	8.6	-0.3
O=C(CCC(=O)N1CCN(S(=O)(=O)c2ccccc2)CC1)c1cccs1	-23.8	0.9	3.4	-0.7	108.2	12.0	23.8	-2.0	9.0	12.4	0.4
Cc1ccccc1C1NC(=O)Cc2ccccc21 (configuration not stated)	-11.2	7.9	6.2	0.0	109.0	-10.9	.	-7.0	-6.2	-2.1	0.3
CCOC(=O)[C@H]1[C@H]2COc3ccccc3[C@@H]2N2C(=O)CNC(=O)[C@@]12C	-2.8	-4.4	2.7	0.9	113.5	-2.4	2.8	7.3	-17.0	0.3	.
Cc1ccc(N(C(=O)c2snc(C(N)=O)c2N)C(C(=O)NC2CCCC2)c2ccc(C)o2)cc1 (configuration not stated)	18.1	?	7.5	-1.3	90.3	1.4	-18.1	-6.0	-5.6	87.5	7.1
COc1ccc(C[C@H]2CN3C(=NC[C@@H]3Cc3ccc(O)cc3)N2C[C@H](C)NC(=O)CCC2CCCCC2)cc1	9.3	1.6	-9.7	0.9	108.3	6.9	-9.3	-5.7	-10.7	-12.1	.
CCOc1ccc(N(CC(=O)Nc2ccc(Br)cc2)S(C)(=O)=O)cc1	-1.1	-12.5	33.6	1.5	114.8	.	1.1	-7.9	-2.8	-1.4	-0.6
CCOc1ccc(/C=N/NC(=O)c2cccc3ccccc23)c(OCC)c1	31.9	-0.4	-1.7	-1.2	105.8	-18.4	-31.9	-7.2	-0.1	-8.5	-0.2
O=C(NCCC(=O)N1CCN(c2ccccc2F)CC1)c1ccco1	0.0	-0.5	22.6	0.0	96.5	15.7	0.0	2.3	5.0	5.6	4.3
CCOc1ncccc1C(=O)N1CCN(c2ccc(C(F)(F)F)cn2)CC1	-15.3	3.3	-57.4	-0.3	106.2	-7.9	15.3	-7.6	-5.3	-12.1	0.2
Cc1cccc(OC(C)C(=O)N(Cc2cccs2)C2CCS(=O)(=O)C2)c1C (configuration not stated)	-33.1	-1.0	14.1	0.7	100.1	2.4	33.1	-2.9	-11.0	0.6	1.6
CCCCc1nnc(NC(=O)CCSc2ccccc2)s1	-21.9	-0.6	2.6	1.6	104.7	-3.3	21.9	-3.8	-4.0	-19.9	7.1
O=C(Cn1nc(-c2cccs2)ccc1=O)Nc1ccc(Br)cc1	.	-1.4	-8.2	0.2	113.3	5.9	.	5.7	0.9	9.6	3.0
CC(=O)N1c2ccc(S(=O)(=O)NCC3CCC(C(=O)N4CCCCC4)CC3)cc2CC1C (configuration not stated)	12.8	-15.4	24.3	1.6	.	-8.4	-12.8	-3.1	-5.1	-7.4	-0.1
CSc1nc2ccc(NC(=O)C3=NN(c4ccccc4)C(=O)CC3)cc2s1	23.8	-4.5	27.7	0.9	103.4	-2.2	-23.8	-18.8	-0.7	229.9	-1.0
O=C(c1cc2ccccc2o1)N(Cc1nnc(-c2ccccc2Cl)o1)C1CC1	1.1	-6.3	28.4	3.4	96.1	23.2	-1.1	-6.4	-4.9	-10.3	-1.5
O=C1CS/C(=N\N=C\c2ccccc2Cl)N1CC1CC1	2.5	5.6	21.4	0.1	116.0	.	-2.5	-7.4	0.0	8.7	5.3
COc1ccccc1N1CCN(C(=O)CCCn2c(=O)[nH]c3ccsc3c2=O)CC1	-13.1	-6.5	19.4	-0.2	100.7	-10.7	13.1	3.4	-12.0	1.4	.
CCOC(=O)N1CCC(N(CCOC)C(=O)Nc2ccc(C)c(C)c2)CC1	44.6	-9.8	2.9	0.6	100.7	-2.8	-44.6	-0.9	-0.7	-14.8	-1.9
COc1ccc(S(=O)(=O)N(CC(=O)N2CCOCC2)c2cc(Cl)ccc2OC)cc1OC	-3.9	-13.3	15.0	3.0	106.1	-0.5	3.9	-5.9	8.2	.	.
COc1ccc(CCNC(=O)c2ccc(CNS(=O)(=O)c3ccc(C(C)(C)C)cc3)cc2)cc1OC	65.2	0.5	23.7	1.2	100.9	2.1	-65.2	1.6	-12.6	-2.3	6.1
O=C(O)CN1C(=O)/C(=C\c2cc(Br)ccc2OCc2ccc(Cl)cc2Cl)SC1=S	-6.0	-31.4	-4.0	-0.4	108.8	0.0	6.0	-2.6	0.0	-5.0	3.5
CC(NCc1ccc(OCC(N)=O)cc1)C12CC3CC(CC(C3)C1)C2 (configuration not stated)	12.1	-15.3	8.7	0.8	98.0	3.4	-12.1	-12.1	8.6	-3.1	1.6
O=C(C/C=N/OCc1c(Cl)cccc1Cl)c1cnc(-c2ccccc2)s1	10.1	-10.9	-1.4	0.9	98.3	10.2	-10.1	-10.5	-6.5	203.1	0.9
COc1ccccc1C(=O)NC(=S)Nc1ccc(N2CCN(C(=O)c3ccco3)CC2)cc1	44.6	-4.9	-3.8	-0.6	108.9	-13.9	-44.6	2.3	-3.6	-15.7	-5.6
O=C(CCC(=O)N1CCOc2ccc(Cl)cc21)NCCCN1CCN(c2ccccc2F)CC1	53.5	-1.7	-8.0	0.8	101.1	.	-53.5	3.4	4.1	4.0	.
CC(=O)c1ccc(OCc2cccc(C(F)(F)F)c2)cc1O	35.6	3.9	15.2	-0.3	93.9	11.8	-35.6	-10.8	3.2	-15.2	-1.4

SR-BI DiI inh: what is marked active above.
SMILES	SR-BI DiI inh	dFosB act	Arr AP2 block	CDK5 p35 inh	Pemphigus Ab inh	MITF TRPM1 HTS	SR-BI uptake up	PKA-R1A activ	PKA-R2B activ	Mot1-301 SUMO	NSD2 HMT inh
CSc1sc(C(=O)NN)c2c1C1(CCC2)SCCS1	107.3*	-5.6	-10.7	1.1	109.1	.	-107.3	-0.5	4.7	-2.2	1.9

Next entries follow.
SMILES	SR-BI DiI inh	dFosB act	Arr AP2 block	CDK5 p35 inh	Pemphigus Ab inh	MITF TRPM1 HTS	SR-BI uptake up	PKA-R1A activ	PKA-R2B activ	Mot1-301 SUMO	NSD2 HMT inh
N[C@@H](Cc1ccccc1)C(=O)N1CCC(C(=O)NCC(=O)Nc2ccc(F)cc2)CC1	-12.7	-10.1	-2.5	-5.7	121.5	-2.8	12.7	-7.0	-5.9	-19.6	0.6
C/C(Cc1ccccc1)=N\NC(=O)CNC(=O)c1ccc(C(C)(C)C)cc1	-3.5	-8.5	13.4	-0.3	78.7	7.0	3.5	-3.1	-17.6	-24.5	-1.5
Cc1ccccc1C(=O)N1CCC(C(=O)NC2CCCCC2)CC1	.	-5.8	-7.3	-0.8	.	3.4	.	2.5	3.6	7.2	-2.9
Nc1nc(-c2ccc3c(c2)CCCC3)cs1	16.3	-15.6	8.4	-0.5	91.1	?	-16.3	-5.4	-9.5	4.1	5.3
O=C(NC1CCCCC1)c1cccnc1C(=O)O	-8.3	3.9	-4.1	-1.4	94.1	12.0	8.3	-4.7	-5.9	-22.0	2.9
O=S(=O)(Nc1cccc(-c2ccc3nncn3n2)c1)c1cccc(F)c1	9.1	-12.1	-11.3	1.5	100.8	-3.8	-9.1	6.5	0.2	-12.7	1.0
Cc1ccc(CN(C)CC(=O)Nc2cccc([N+](=O)[O-])c2)o1	-13.2	-7.7	-6.1	0.4	86.6	-8.4	13.2	-2.5	-4.5	3.1	1.0
Cc1nn(Cc2ccccc2Cl)c(C)c1NC(=O)c1nc2ncccn2n1	-10.8	-0.9	-6.2	-1.7	107.1	4.5	10.8	-9.5	0.0	-1.5	-2.6
CCCCc1nc2sc3c(c2c(=O)[nH]1)CC(C)(C)OC3	-3.4	7.1	-29.1	0.8	100.2	.	3.4	-4.3	-2.5	-12.0	-5.0
N#C/C(=C/c1cc(Br)cs1)C(=O)NCC1CCCO1 (configuration not stated)	0.1	1.0	4.2	-0.2	95.9	3.6	-0.1	-3.0	9.6	5.6	0.8
CCc1ccc(NCc2ccc(OC)c(Cn3ccnc3)c2)cc1	-22.4	-12.0	8.7	1.3	104.4	30.2	22.4	-7.1	0.0	340.7*	5.2
COc1ccc(C)cc1NC(=O)c1ccc(OCc2c(C)noc2C)cc1	70.8*	-1.6	7.9	0.7	92.4	1.8	-70.8	-1.5	1.5	2.0	.
Cc1ccc(NC(=O)c2ccccc2NC(=O)c2cccs2)cc1	44.7	-11.5	17.7	-1.1	106.9	18.5	-44.7	4.8	-0.1	6.4	-5.2
